TROY NFkB inh = inhibitors of TROY-dependent NF-kB signaling; Q293 LMP1-TROYcd NF-kB luciferase reporter, 4 h; inhibition, % at 10 µM; hit rate 0.98% among 360,000; AID 1347056;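 active = compounds whose plate-normalised and pattern-corrected inhibition of the luciferase reporter signal at the single screening dose is 50% or more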
TWEAK Fn14 block = inhibitors of TWEAK-Fn14 interaction signaling; inhibition, % at 10 µM; AID 1159606; TWEAK-stimulated Fn14 reporter cells, luciferase luminescence, 8 h; hit rate 2% among 360,000; in the data active = inhibition above about 50%
CF NFkB block = cystic fibrosis NF-kB activation inhibition; KKLEB NF-kB-GFP reporter, PAF-induced, GFP fluorescence overnight; inhibition, % at 5 µM; hit rate 0.86% among 360,000; AID 588850;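 active = at least 50% inhibition at 5 µM, scaled per plate between neutral and stimulator controls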;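 also: PAF is a Pseudomonas aeruginosa culture filtrate used as stimulus; plate controls were PAF-stimulated DMSO wells for no effect and unstimulated DMSO wells for full effect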
NCOA3 inh = inhibits human SRC3 coactivator. AID 588352. HEK293 GAL4-SRC3 luciferase reporter, luminescence. inhibition, % at 3.6 µM. hit rate 0.17% among 360,000;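 active = inhibition above a per-campaign cutoff, the mean of all compounds plus 3 SD, cut at about 60% in these data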;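 also: 0% = DMSO-treated cells and 100% = gossypol-treated cells at 36 µM; higher means less SRC3-driven luciferase light from the GAL4 reporter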
Target sequence (Q9Y6Q9 whole entry, looked up, the tested form may be a part): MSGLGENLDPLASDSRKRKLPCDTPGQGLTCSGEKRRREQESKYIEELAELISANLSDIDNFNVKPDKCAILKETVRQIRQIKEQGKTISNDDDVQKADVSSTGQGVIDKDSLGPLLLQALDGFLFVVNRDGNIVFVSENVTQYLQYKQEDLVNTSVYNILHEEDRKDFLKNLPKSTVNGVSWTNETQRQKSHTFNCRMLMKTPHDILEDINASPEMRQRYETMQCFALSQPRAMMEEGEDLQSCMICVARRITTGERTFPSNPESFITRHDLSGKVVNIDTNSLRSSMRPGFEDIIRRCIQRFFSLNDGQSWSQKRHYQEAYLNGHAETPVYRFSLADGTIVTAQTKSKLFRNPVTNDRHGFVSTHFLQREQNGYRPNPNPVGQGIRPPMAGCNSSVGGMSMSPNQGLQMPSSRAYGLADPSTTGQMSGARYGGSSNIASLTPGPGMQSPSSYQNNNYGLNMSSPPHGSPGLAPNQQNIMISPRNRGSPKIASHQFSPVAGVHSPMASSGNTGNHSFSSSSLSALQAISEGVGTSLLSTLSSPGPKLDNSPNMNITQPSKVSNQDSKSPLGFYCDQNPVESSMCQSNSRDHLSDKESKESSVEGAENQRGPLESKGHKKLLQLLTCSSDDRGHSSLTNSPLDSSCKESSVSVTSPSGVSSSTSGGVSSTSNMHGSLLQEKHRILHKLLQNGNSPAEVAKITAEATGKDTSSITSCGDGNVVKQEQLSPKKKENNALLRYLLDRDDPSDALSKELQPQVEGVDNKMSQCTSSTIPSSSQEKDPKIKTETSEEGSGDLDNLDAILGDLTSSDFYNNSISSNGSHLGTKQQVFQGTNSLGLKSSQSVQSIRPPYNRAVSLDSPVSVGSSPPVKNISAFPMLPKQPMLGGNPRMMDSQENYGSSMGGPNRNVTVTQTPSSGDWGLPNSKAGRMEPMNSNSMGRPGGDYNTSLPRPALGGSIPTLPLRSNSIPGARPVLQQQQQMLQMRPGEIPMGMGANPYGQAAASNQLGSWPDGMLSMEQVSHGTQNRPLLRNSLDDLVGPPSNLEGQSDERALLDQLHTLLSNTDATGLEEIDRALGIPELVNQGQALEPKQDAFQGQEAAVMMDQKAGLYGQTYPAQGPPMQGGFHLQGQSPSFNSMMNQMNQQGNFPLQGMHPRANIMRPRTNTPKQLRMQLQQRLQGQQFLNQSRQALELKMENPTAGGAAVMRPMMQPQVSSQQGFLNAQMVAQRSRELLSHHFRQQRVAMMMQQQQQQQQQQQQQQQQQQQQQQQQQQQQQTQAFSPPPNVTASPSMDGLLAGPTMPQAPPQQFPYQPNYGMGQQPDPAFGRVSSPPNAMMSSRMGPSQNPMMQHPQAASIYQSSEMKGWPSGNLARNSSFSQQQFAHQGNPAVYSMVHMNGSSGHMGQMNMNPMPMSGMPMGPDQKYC
KKLEB cytotox = counter-screen for CF NF-kB inhibitors: cytotoxicity. KKLEB CF airway cells viability, ATPlite luminescence, overnight; hits give low values; cells stimulated with P. aeruginosa culture filtrate. activity change (cytotoxicity), % at 5 µM. hit rate 0.36% among 360,000. AID 602141;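 active = corrected activity change at or below -50% at 5 µM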
COUP-TFII inh = inhibitors of human COUP-TFII (NR2F2) | hit rate 0.7% among 370,000 | AID 686940 | P24468 | HEK293T NGFI-A luciferase reporter, luminescence | inhibition, % at 8.6 µM;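 active = inhibition above a per-plate cutoff, mean inhibition of test wells between control levels plus 3 SD, cut at about 38% in these data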;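 also: cells cotransfected with COUP-TFII expression vector driving the NGFI-A reporter; 0% = median of COUP-TF2 test wells and 100% = reporter-only cells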
LRH-1 inv ag = inverse agonists of human LRH-1 (NR5A2); inhibition, % at 3.6 µM; AID 602396; O00482; hit rate 0.13% among 360,000; HEK293T StAR-luciferase reporter, LRH-1 transfected, 24 h;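 active = inhibition above the mean inhibition of all tested compounds plus 3 SD, cut at about 73% in these data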;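 also: 0% = DMSO wells and 100% = reporter-only cells lacking LRH-1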
Shn3 3UTR inh = Schnurri-3 reporter inhibition in Clone20 osteoblasts | inhibition, % at 12.5 µM | hit rate 0.52% among 360,000 | Clone20 osteoblast Shn3 3'UTR firefly luciferase, 24 h;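 active = mean inhibition of at least 75% with every replicate also reaching 75%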;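 also: 0% = median of neutral control wells and 100% = pilot-screen positive control compound; some compounds past the cut are filed as inactive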
EBV LMP1 NFkB = Epstein-Barr LMP1 NF-kappaB reporter inhibition; LMP1-induced NF-kappaB luciferase reporter cells, luminescence; inhibition, % at 12.5 µM; hit rate 0.69% among 350,000; AID 504558; in the data active = inhibition above about 41%;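 also: 0% = neutral control wells and 100% = reference inhibitor control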
SRC1 inh = inhibitors of human steroid receptor coactivator 1 (SRC1); Q15788; inhibition, % at 3.6 µM; HEK293 GAL4-SRC1 luciferase reporter, luminescence; hit rate 0.12% among 360,000;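 active = inhibition above the campaign mean plus 3 SD, with each screening campaign given its own cutoff, cut at about 60% in these data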;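 also: 0% = DMSO treated cells and 100% = gossypol at 36 µM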
C8 TRAIL sens = sensitizes caspase-8 expressing cells to TRAIL; NB7+C8 cells + TRAIL, ATPlite viability luminescence; inhibition (viability loss, TRAIL sensitization), % at 10 µM; hit rate 1% among 360,000;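 active = compounds causing at least 50% loss of cell viability in the single-dose screen, relative to plate controls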
Starred values were filed as active, the others as inactive; x = not tested or not shown.

SMILES	TROY NFkB inh	TWEAK Fn14 block	CF NFkB block	NCOA3 inh	KKLEB cytotox	COUP-TFII inh	LRH-1 inv ag	Shn3 3UTR inh	EBV LMP1 NFkB	SRC1 inh	C8 TRAIL sens
CCCOc1ccc(-c2csc3ncn(Cc4ccc(C(=O)O)cc4)c(=O)c23)cc1	7	2	6	11	-15	14	-10	-4	-4	-8	2
O=C(NCCC1=CCCCC1)c1ccc(-n2cncn2)cc1	-56	-9	6	-44	6	-37	-115	-71	-18	-103	-14
COc1cc(C(=O)OCCCN2CCOCC2)cc(OC)c1OC	-18	-3	2	7	-1	-1	13	8	1	-20	-8
CCCOc1ccc(C(=O)C(CN2CCOCC2)c2ccccc2)cc1 (stereo unspecified)	-24	13	-7	8	-29	-4	14	-16	-55	5	5
CC1(C(=O)NS(=O)(=O)Cc2ccccc2C(F)(F)F)CCN1C(=O)Cc1ccccc1 (stereo unspecified)	-3	4	8	9	-3	11	-11	16	x	-10	9
COc1ccccc1-c1sc2ccccc2c1C#Cc1ccc(N(C)C)cc1	-6	15	-6	-5	-6	9	8	10	-21	-15	-6
COc1cccc(NC(=S)N(CCc2nc3cc(C)c(C)cc3[nH]2)Cc2cccnc2)c1	-22	1	-24	-5	8	-5	-9	37	-6	3	-5
COc1cccc(C(=O)NC2CCCC2)c1	-7	-11	6	-17	4	-19	-13	-6	3	-33	0
O=C(CSc1nnc(Cn2nnc(-c3ccccc3)n2)n1-c1ccccc1)Nc1ccccc1	10	18	10	14	-4	19	2	68	1	-20	12
CCOc1ccc(NC(=O)CN(C)C(=O)CC2CCCC2)cc1OCC	3	10	3	0	9	-5	6	-12	2	2	-6
CC(C)(C)C(=O)NC(=S)Nc1ccccc1F	-20	-25	4	-12	-3	-8	-12	-28	-6	-23	-7
CCCNC(=O)N(C)C[C@@H]1Oc2ncc(Br)cc2C(=O)N([C@H](C)CO)C[C@@H]1C	2	4	-4	-4	22	5	17	-7	1	-8	-20
Nc1ccccc1C#Cc1cnccn1	-17	-9	-28	-12	18	-19	-9	7	-10	-8	7
Nc1nc(SCC(=O)Nc2ccc([N+](=O)[O-])cc2Br)n[nH]1	-14	9	-12	0	0	8	31	-12	14	9	-4
Cc1cc(NCc2ccccn2)n2ncc(-c3ccc(Cl)cc3)c2n1	-19	-22	16	-54	-10	-1	-34	-37	-27	-60	28
Cc1nc2scc(C)n2c(=O)c1S(=O)(=O)N1CCN(c2ccccn2)CC1	8	9	0	6	7	-1	6	5	1	-1	3
Cc1ccc(/C=N/NS(=O)(=O)c2ccccc2)o1	-13	-7	-5	14	-12	-1	0	6	4	-19	-9
Cc1ccc(SCCNS(=O)(=O)c2ccc(F)cc2)cc1	4	7	-2	8	4	-12	15	-2	0	6	13
c1cc(C(c2nnnn2C2CCCCC2)N2CCN3CCCC3C2)ccn1 (stereo unspecified)	-14	0	7	-6	-6	4	-21	-20	2	-11	-5
O=C(NNC(=O)c1cccnc1Cl)c1ccc(F)cc1	1	-4	27	5	-2	-18	-8	-15	6	-29	6
CCC(=O)Nc1sc(C(=O)Nc2ccccc2F)c(C)c1C(=O)OC	-47	-31	-20	-96	2	-63	-179	-53	-16	-93	40
Cc1c(N)cc[n+](CC(=O)c2ccccc2)c1C	3	29	0	0	-3	-17	-4	-7	-1	7	3
CN(C)S(=O)(=O)N1CCN(c2ccc([N+](=O)[O-])c(N3CCCCC3)c2)CC1	-11	-53	-18	17	6	-1	22	-4	-12	-5	-5
Cc1ccc2oc(=O)c3cnn(CC(=O)N(CCCN4CCOCC4)Cc4ccco4)c3c2c1	3	-30	4	2	-5	-17	-9	-13	-13	-10	1
CCCn1c(N)c(C(=O)CSc2nnc(Cc3ccccc3)o2)c(=O)n(C)c1=O	24	35	4	-3	-6	24	22	61	13	17	4

(continued)
SMILES	TROY NFkB inh	TWEAK Fn14 block	CF NFkB block	NCOA3 inh	KKLEB cytotox	COUP-TFII inh	LRH-1 inv ag	Shn3 3UTR inh	EBV LMP1 NFkB	SRC1 inh	C8 TRAIL sens
CC1C(C#N)=C(N)OC2=C1C(=O)CCC2 (stereo unspecified)	2	9	-33	8	18	0	-3	1	2	-10	1
CC(=O)Oc1cc2c3c(c1)/C(=C1/SC(=S)NC1=O)C(=O)N3C(C)(C)C=C2C	50*	41	52*	16	11	20	-9	1	-5	-9	6
O=C(CSc1nc2ccccc2[nH]1)N/N=C/c1ccncc1	57*	-31	17	10	-7	7	0	6	x	-1	-5
CCCC(=N)C1=C(O)CC(CC(C)SCC)CC1=O (stereo unspecified)	-12	-7	7	-6	-10	-4	-10	-4	-3	-16	-3
CCc1ccc(NC(=O)c2noc(C(C)C)c2[N+](=O)[O-])cc1	-57	-44	3	-10	-4	-12	-7	-33	-5	-7	-8
O=C(COC(=O)c1cnccn1)Nc1ccccc1-c1ccccc1	0	2	11	7	-9	12	-1	-17	-3	-28	9
C#CCN1C=CC(=O)[C@@H](OC(=O)Nc2ccccc2Br)[C@H]1c1ccccc1Br	-6	15	-8	-20	8	25	10	-25	5	7	-18
COc1nc(OC)nc(N2CCC(C(=O)NCC3CCCCC3)CC2)n1	-1	7	1	10	7	-4	-8	-34	5	6	-19
COc1ccccc1C/C(N)=N/OC(=O)COc1cccc(C)c1	-10	-16	14	27	-1	3	6	-1	4	-12	1
COc1cc2[nH]c(=S)nc(NCCc3ccc(S(N)(=O)=O)cc3)c2cc1OC	-3	4	-16	16	4	0	-10	0	-11	-25	-6
Cc1oc2ccc(O)c(CN3CCOCC3)c2c1C(=O)c1ccc(Cl)cc1	6	16	31	13	-11	17	3	8	0	-11	2
C[C@H]1CNC(=O)c2c(C(=O)Nc3ccc(CNC(=O)OC(C)(C)C)cc3)ncn21	16	-8	-12	18	14	9	19	58	4	10	30
COc1ccc(CCNC(=O)Cc2cccs2)cc1OC	6	10	11	-26	0	-4	9	10	2	-19	-5
O=C(CCCn1c(=S)[nH]c2cc3c(cc2c1=O)OCO3)N1CCN(c2ccccc2F)CC1	12	-18	-27	-16	-7	8	-2	12	7	7	-7
Cc1cc(Br)ccc1NC(=O)CN(C)C(=O)c1ccc(-n2cncn2)c([N+](=O)[O-])c1	-3	5	-21	18	-7	17	5	-6	-3	1	1
Cc1cc(C)cc(N(CC(=O)NCc2ccco2)C(=O)CCC(=O)Nc2nccs2)c1	-16	-47	-22	9	4	-5	-13	-6	0	-42	-4
CN(C)S(=O)(=O)c1ccc(C(=O)N2CCN(S(=O)(=O)c3ccc4c(c3)OCCO4)CC2)cc1	5	-7	-2	15	10	-25	4	5	6	-4	7
NC(=O)c1nsc(C(=O)N(c2ccc(Cl)cc2)C(C(=O)NCC2CCCO2)c2cccs2)c1N (stereo unspecified)	-33	7	4	6	-4	4	0	0	-6	-6	-1
COc1ccc(CCNC(=O)C(C)Sc2ccc(C)cc2)cc1OC (stereo unspecified)	9	-2	4	-1	-7	8	-1	-30	-2	7	4
COc1ccc(C(=O)SC2=NCCS2)cc1	34	54*	-7	-7	10	0	0	-11	2	0	-7
O=C(CNS(=O)(=O)c1cccc2nonc12)NCc1ccc(F)cc1	-3	-6	-3	7	-1	-20	5	-22	0	-12	3
Cc1ccsc1C(=O)N1CCC(CO)(Cc2ccccc2)CC1	15	-30	14	6	-19	-5	15	4	13	10	2
O=C(NCc1ccccc1)C1c2ccccc2OCC(=O)N1CCc1c[nH]c2ccccc12 (stereo unspecified)	1	8	x	x	x	-6	-3	x	x	x	-21
O=C(COC(=O)c1ccc(O)cc1O)c1ccc(Cl)cc1	-56	-21	4	-15	6	10	-28	-45	-4	-54	-8
Cc1ccc(OCCOC(=O)c2c(-c3ccccc3)noc2C)cc1	18	-3	8	-3	-9	9	-3	-39	-16	0	23
CSc1ccc(Cl)c(C(=O)OCC(=O)Nc2ccccc2OC(F)F)c1	3	-9	-7	7	-9	5	15	-1	-1	0	-10
N#Cc1c(N(CCO)CCO)nc(N)c2c(N)nc3c(c12)CC(=O)N3CC1CCCO1 (stereo unspecified)	13	-11	11	-3	1	-20	7	3	-1	7	17
CC(C)(C)OC(=O)CNC(=O)c1[nH]cnc1C(=O)N[C@@H](Cc1ccccc1)C(=O)OC(C)(C)C	6	23	13	13	-7	16	-9	-8	-15	5	20
O=C(c1ccco1)N1CCN(CC(=O)N2c3ccccc3CCc3ccccc32)CC1	22	-9	27	19	-2	16	-8	11	4	-25	-8
CCCNC(=O)Cc1ncn[nH]1	4	8	7	-9	8	3	6	24	-3	-10	5

Quoted at random: 2 records from the list, in no set order.
SMILES	TROY NFkB inh	TWEAK Fn14 block	CF NFkB block	NCOA3 inh	KKLEB cytotox	COUP-TFII inh	LRH-1 inv ag	Shn3 3UTR inh	EBV LMP1 NFkB	SRC1 inh	C8 TRAIL sens
O=C(c1ccco1)N1CCN(CC(=O)N2c3ccccc3CCc3ccccc32)CC1	22	-9	27	19	-2	16	-8	11	4	-25	-8
O=C(COC(=O)c1ccc(O)cc1O)c1ccc(Cl)cc1	-56	-21	4	-15	6	10	-28	-45	-4	-54	-8

Among those listed so far, 4 contain bromine:
SMILES	TROY NFkB inh	TWEAK Fn14 block	CF NFkB block	NCOA3 inh	KKLEB cytotox	COUP-TFII inh	LRH-1 inv ag	Shn3 3UTR inh	EBV LMP1 NFkB	SRC1 inh	C8 TRAIL sens
CCCNC(=O)N(C)C[C@@H]1Oc2ncc(Br)cc2C(=O)N([C@H](C)CO)C[C@@H]1C	2	4	-4	-4	22	5	17	-7	1	-8	-20
Nc1nc(SCC(=O)Nc2ccc([N+](=O)[O-])cc2Br)n[nH]1	-14	9	-12	0	0	8	31	-12	14	9	-4
C#CCN1C=CC(=O)[C@@H](OC(=O)Nc2ccccc2Br)[C@H]1c1ccccc1Br	-6	15	-8	-20	8	25	10	-25	5	7	-18
Cc1cc(Br)ccc1NC(=O)CN(C)C(=O)c1ccc(-n2cncn2)c([N+](=O)[O-])c1	-3	5	-21	18	-7	17	5	-6	-3	1	1

6 compounds already listed, ordered by their value in COUP-TFII inh, smallest number first.
smiles	COUP-TFII inh
N#Cc1c(N(CCO)CCO)nc(N)c2c(N)nc3c(c12)CC(=O)N3CC1CCCO1 (stereo unspecified)	-20
Cc1ccsc1C(=O)N1CCC(CO)(Cc2ccccc2)CC1	-5
CCCC(=N)C1=C(O)CC(CC(C)SCC)CC1=O (stereo unspecified)	-4
CCCNC(=O)Cc1ncn[nH]1	3
COc1ccc(CCNC(=O)C(C)Sc2ccc(C)cc2)cc1OC (stereo unspecified)	8
C#CCN1C=CC(=O)[C@@H](OC(=O)Nc2ccccc2Br)[C@H]1c1ccccc1Br	25

A portion of the library (hit frequency here may not be typical).
